High-throughput results deposited in PubChem BioAssay by several laboratories.
VCAM1 TNFa inh: reduces TNF alpha induced VCAM1 expression in HUVEC | HUVEC TNFa-induced VCAM-1 immunofluorescence, high-content imaging | inhibition, % at 2 µM | 95,000 compounds, 0.48% hits;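 active = inhibition above the batch mean plus 3 SD, with images confirmed as a hit by eye, cut at about 37% in these data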;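 also: 0% = TNF-stimulated DMSO wells and 100% = unstimulated control wells; not every result past the cut was called active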
IL1B cytotox: toxic to HUVEC cells under IL-1B stimulation. 94,000 compounds, 0.41% hits. cell count reduction, % at 2 µM. AID 845. HUVEC cell count loss, Hoechst imaging, IL-1B stimulated;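 active = cell count reduction more than 3 SD above the screen-wide mean, cut at about 70% in these data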;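 also: normalized per plate to untreated control cells as the no-loss baseline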
Pyk2 oligo antag: blocks oligomerization of human Pyk2 in cells | Q14289 | Q293 cells, Pyk2 FERM NanoBiT luminescence; hits give low values | z-score (the deposit names both 25 µM and 10 µM) | 99,000 compounds, 0.83% hits;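 active = Z-score of -3 or lower, scaled per plate to the spread of control and sample wells; inactive = z-score above -3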;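 also: negative z-score means lost luminescence so less FERM oligomerization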
F-actin modifier: cytoskeleton assembly modification; HUVEC TNFa F-actin phalloidin imaging, high content; inhibition, % at 2 µM; 91,000 compounds, 0.18% hits;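 active = inhibition above the batch mean plus 3 SD and confirmed as a hit by visual image inspection, cut at about 30% in these data, passing the limit was not always enough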; also: strong numbers were not always called active
ERa SRC1 inh: blocks coactivator binding to human estrogen receptor alpha; P03372; TR-FRET ER-alpha LBD / SRC-1 peptide, estradiol-bound; inhibition, % at 25.6 µM; 86,000 compounds, 1.7% hits; in the data active = inhibition above about 50%;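 also: 0% = receptor plus peptide control and 100% = peptide only without receptor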
FAK inh: blocks human focal adhesion kinase activity | Q05397 | biochemical FAK kinase activity assay | inhibition, %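 (tested at 7 µM)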 | 97,000 compounds, 0.84% hits | AID 727; in the data active = inhibition above about 19%;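 also: 0% = DMSO and 100% = reference compound high control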
HUVEC tox TNFa: HUVEC cytotoxicity counter-screen, TNF alpha stimulated; AID 848; cell count reduction, % at 2 µM; 93,000 compounds, 0.17% hits; HUVEC TNFalpha-stimulated, Hoechst cell count, imaging;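 active = cell count reduction exceeding the screen mean by over 5 SD, scaled to untreated wells per plate, cut at about 78% in these data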;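 also: cells counted after 24 h of TNF alpha exposure following the 1 h pretreatment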
LYP act: increases human PTPN22 phosphatase activity | Q9Y2R2 | recombinant LYP, DiFMUP fluorescence; 0 = plate median, 100 = signal doubled | activation, % at 2 µM | 96,000 compounds, 0.11% hits | AID 697;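 active = activation at 2 µM above a set limit, the mean plus 5 SD, cut at about 37% in these data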
Target sequence (Q9Y2R2 whole entry, looked up): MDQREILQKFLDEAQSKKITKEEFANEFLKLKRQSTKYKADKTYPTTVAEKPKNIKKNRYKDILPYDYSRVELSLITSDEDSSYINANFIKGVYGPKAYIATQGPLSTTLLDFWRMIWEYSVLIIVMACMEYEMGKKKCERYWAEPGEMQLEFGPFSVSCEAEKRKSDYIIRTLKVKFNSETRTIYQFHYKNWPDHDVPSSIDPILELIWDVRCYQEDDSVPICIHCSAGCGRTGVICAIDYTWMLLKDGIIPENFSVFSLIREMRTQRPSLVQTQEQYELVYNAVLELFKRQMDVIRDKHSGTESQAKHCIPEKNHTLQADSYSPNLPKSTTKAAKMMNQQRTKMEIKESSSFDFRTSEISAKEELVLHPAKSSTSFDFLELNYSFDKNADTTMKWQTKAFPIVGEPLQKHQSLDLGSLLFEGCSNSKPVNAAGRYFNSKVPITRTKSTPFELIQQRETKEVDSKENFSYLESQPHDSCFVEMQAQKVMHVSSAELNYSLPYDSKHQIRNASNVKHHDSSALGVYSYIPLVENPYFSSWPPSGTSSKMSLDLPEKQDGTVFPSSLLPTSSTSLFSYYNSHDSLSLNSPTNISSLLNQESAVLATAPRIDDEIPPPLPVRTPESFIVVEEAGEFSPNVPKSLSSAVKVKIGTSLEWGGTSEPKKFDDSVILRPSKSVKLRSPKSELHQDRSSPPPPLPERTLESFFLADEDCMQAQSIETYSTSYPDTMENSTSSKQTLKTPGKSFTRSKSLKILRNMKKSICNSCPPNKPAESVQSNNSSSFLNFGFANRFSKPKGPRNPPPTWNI
LYP inh 2: blocks human PTPN22 phosphatase activity. 96,000 compounds, 0.21% hits. Q9Y2R2. recombinant LYP catalytic domain, DiFMUP fluorescence. inhibition, % at 2 µM;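 active = inhibition at 2 µM at or above a set limit, the screen mean plus 3 SD, cut at about 24% in these data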;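 also: 0% = DMSO with enzyme and 100% = enzyme fully blocked by orthovanadate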
The depositor's hits bear a star; · = no result given; [ ] = dose if it differs, or a comment. Random draw from the library; 3.8% or so of the library scored in one or more.

SMILES	VCAM1 TNFa inh	IL1B cytotox	Pyk2 oligo antag	F-actin modifier	ERa SRC1 inh	FAK inh	HUVEC tox TNFa	LYP act	LYP inh 2
CC(C)(C)NC(=O)C(=O)NNC(=O)C12CC3CC(CC(C3)C1)C2	5	-2	0.85	13	·	-2	8	-8	11
O=C(c1ccc2ccccc2c1)N1CCN(c2ccccc2)CC1	-5	12	0.01	8	5	2	-29	7	-8
O=S(=O)(NCC1CCCO1)c1cc(Cl)ccc1Br (configuration not stated)	3	-2	1.1	15	2	1	-11	0	-1
N=c1n(Cc2ccc(Cl)cc2)c2ccccc2n1CC(O)c1ccco1 (configuration not stated)	5	-22	2	-8	-4	-1	-24	-3	1
COc1ccc(C(=O)NC(=O)Nc2ncccc2C)cc1	13	-19	0.42	1	-2	1	3	4	-2
COc1cc(NC(=O)C2CCCO2)c(OC)cc1Cl (configuration not stated)	-4	-12	-0.6	4	0[fluorescence artefact?]	0	-13	4	-6
O=C1C(Cl)=C(N2CCCCC2)C(=O)N1c1ccccc1	3	-12	-0.63	-12	-11	-1	-12	10	-12
CC(C)(C)C(=O)[C@@H]1[C@@H]2C(=O)N(C3CCCCC3)C(=O)[C@@H]2[C@H]2c3ccccc3C=CN12	10	-24	-1.1	3	14	2	-23	8	-7
CCn1c(=O)c(C(=O)Nc2cccnc2)c(O)c2ccccc21	-10	-150	0.07	2	45[fluorescence artefact?]	3	-14	-12	11
O=C(NCCc1ccccn1)c1cc(C(=O)C2CCCCC2)c[nH]1	-9	23	-0.37	-6	·	7	5	-8	10
Cn1c(C(=O)N2CCCC(C(=O)N3CCN(C(=O)c4ccco4)CC3)C2)cc2sccc21 (configuration not stated)	-3	5	·	3	-6	2	-12	-2	0
Cc1c(C(=O)NC(C)C)oc2c1-c1[nH]ncc1CC2	15	1	0.12	10	7	4	-29	-8	5
COc1ccccc1NC(=O)/C=C/C(N)=O	-2	-167	-0.39	11	13	-3	-23	-4	6
COc1ccc(N(CC(=O)Nc2ccccc2C(=O)NCCc2ccccc2)S(C)(=O)=O)cc1OC	-2	4	-0.68	5	-3	4	-28	5	-6
O=C(COC(=O)c1ccncc1)NC(=O)C1CCCCC1	-2	12	0.27	-23	-13	-2	-7	-6	3
CCOc1cc(NC(=S)Nc2cccc(OC)c2)c(OCC)cc1NC(=O)c1ccc(C)cc1	11	-13	-0.87	·	·	2	-13	-1	3
Cc1cc(C)n2nc(CCc3ccccc3)nc2n1	-9	15	0.31	0	3	-3	2	-4	7
CN(c1ccc(C(=O)NCc2ccncc2)cc1)S(C)(=O)=O	27	-25	0.75	-34	-15[fluorescence artefact?]	-2	2	2	3
Cc1oc2c(C)c(O)ccc2c(=O)c1-c1cnn(-c2ccccc2)c1	13	-5	-2.5	-18	70*[fluorescence artefact?]	6	-15	1	3
Cc1nc(SCC(=O)Nc2c(C)n(C)n(-c3ccccc3)c2=O)n[nH]1	10	-36	0.25	9	-7	0	-18	-1	-2
CC1CCN(C(=O)Cc2nn(C)c(=O)c3ccccc23)CC1	-64	13	0.99	-10	9	2	-44	20	-22
Cc1ccc(/C(O)=C2\C(=O)C(=O)N(CCCN(C)C)C2c2ccccn2)cc1 (configuration not stated)	·	-7	·	·	-9	0	·	-11	14
Cc1nn(-c2ccccc2)c(C)c1/C=N\N1CCN(c2ccc(Cl)cc2)CC1	-2	-2	-1	26	·	1	-22	3	3
O=C(CN1C(=O)C2C3C=CC(C3)C2C1=O)NCCc1ccccc1Cl (configuration not stated)	-6	7	0.54	-19	·	2	-1	4	-4
Cc1cnc(NC(=O)CSc2c(Cl)cccc2Cl)s1	-1	20	-2.7	-5	5	-1	-29	1	2
CCc1ccc(C(=O)/C=C/c2cnn(C)c2C)s1	-1	-16	0.13	8	9	1	-48	36	-42
COc1ccc(S(=O)(=O)NCCC(=O)NCc2cccs2)cc1	3	-16	1.3	60	-41	-4	-12	9	-11
Cc1ccn(C(=O)c2ccc(NC(=O)C3CCCCC3)cc2)n1	-4	4	-0.15	4	-12	-2	-9	2	0
CCOc1ccc(NC(=O)c2cccs2)c([N+](=O)[O-])c1	-12	24	-0.66	-37	·	7	30	-5	7
CC1Cc2ccccc2N1C(=O)COC(=O)Cn1cnc2ccccc2c1=O (configuration not stated)	4	-7	0.19	-13	1	1	-19	2	-5
CC(C)OCCCNC(=O)C(=O)NCCCOC(C)C	4	6	1	27	·	5	0	4	-1
Cc1cc(/C=N/n2cnnc2)c(C)n1-c1ccc(OCc2ccc(Cl)cc2)cc1	2	-7	0.28	-9	2	1	-33	-3	5
Cc1c(-c2cccs2)[n+](=O)c2c(n1[O-])CCC2	-1	-24	0.25	31	2[fluorescence artefact?]	0	-13	-9	6
N/N=c1\sc2ccccc2n1-c1ccccc1	-3	-9	0.41	7	-5	4	21	-7	10
COc1ccc(-c2nc(C#N)c(NCCc3ccccc3)o2)cc1OC	·	·	-0.64	·	5	1	·	6	-6
CCOC(=O)Cc1csc(SCC(=O)c2c(N)n(CC(C)C)c(=O)n(C)c2=O)n1	-2	-10	2.1	6	4	6	-28	4	-6
Cc1nn(CC(=O)NCc2cccnc2)c(=O)c2ccccc12	·	·	0.15	·	-9	1	·	-6	7
CC(=O)n1cc(/C=N/NC(=O)c2sc(C)nc2C)c2ccccc21	-2	-8	-0.61	0	9[fluorescence artefact?]	1	2	1	1
Cc1cc(C)n(C(=O)CN2C(=O)c3ccccc3C2=O)n1	16	-32	0.29	-2	·	4	-21	4	-2
COCCn1c(N)c(NCc2ccccc2)c(=O)n(CC(=O)Nc2cc(C)ccc2C)c1=O	·	-21	-0.37	-8	-4	-4	·	3	-4
CCOCCCNC(=O)c1ccc(N(C)S(=O)(=O)c2ccc(OC)cc2)cc1	1	14	-0.03	5	-7	3	4	-2	2
CCCN(CC1CC1)S(=O)(=O)c1ccc(-n2cnnn2)c(OC)c1	7	13	0.4	-25	-1	0	1	8	-7
O=S1(=O)N=C2CCCN2C(c2ccc(F)cc2)N1 (configuration not stated)	6	10	0.29	·	-4	-7	1	6	-9
CCOc1cc(NC(=O)CC(C)C)c(OCC)cc1NC(=O)CCn1nnc2ccccc21	5	-38	0.31	26	·	-4	-2	0	0
CCCCCOC(=O)CC(C(=O)OCCCCC)N1CCCCC1 (configuration not stated)	16	31	-0.28	-10	-6	-2	2	-7	10
Cc1cnc(NC(=O)CN(C)S(=O)(=O)c2ccc(Cl)cc2)s1	0	-20	-0.23	18	29	-3	-36	2	-3
Cn1cc(S(=O)(=O)CC(=O)Nc2ccc3c(c2)OCO3)c2ccccc21	-8	-6	0.72	0	19	-3	-6	-20	20
COC(=O)c1sccc1NC(=O)/C=C\c1ccc(Cl)cc1Cl	-11	-18	-0.16	-15	·	2	-4	7	-7
COc1ccccc1Nc1nc(-c2sc(NC(=O)C(C)(C)C)nc2C)cs1	22	-2	·	-10	·	2	-12	7	-3
N#Cc1ccc2ccn(CC(=O)NC3CCCCC3)c2c1	5	-10	-0.4	-14	-12	-7	33	4	-7
Next part
SMILES	VCAM1 TNFa inh	IL1B cytotox	Pyk2 oligo antag	F-actin modifier	ERa SRC1 inh	FAK inh	HUVEC tox TNFa	LYP act	LYP inh 2
NC(=O)c1ccc(-n2nnnc2Oc2ccccc2C(=O)N2CCOCC2)cc1	-6	-82	0.72	-11	-1	1	9	-2	1
c1nc(NCC2CCCO2)c2[nH]cnc2n1 (configuration not stated)	16	-22	0.27	-3	8	7	-18	9	-5
COc1cccc(CNCC(=O)N2C(C)CCCC2C)c1 (configuration not stated)	7	-36	-0.01	16	12	-2	-37	-3	1
CCS(=O)(=O)Nc1cccc(C2=NN(S(=O)(=O)c3ccccc3)C(c3cccs3)C2)c1 (configuration not stated)	-17	-3	-2.1	-4	·	1	-18	11	-6
Cc1cc(C)c2nc(N)sc2c1	14	-12	0.61	0	-16	2	-14	-7	9
COc1ccc(/C=N/NC(=O)c2sccc2OCc2ccc(F)cc2)cc1OC	4	-51	-1	-45	·	-3	-10	-2	0
CC(C)(C)c1ccc(C(=O)CSc2n[nH]c(=O)[nH]c2=O)cc1	14	4	0.23	-17	·	1	6	7	-7
O=C(Nc1nc2ccccc2s1)c1cnccn1	12	-2	0.4	-12	·	2	-1	-8	8
O=C(OCc1ccc(Cl)c(Cl)c1)c1cnccn1	10	-27	0.36	-2	-3[fluorescence artefact?]	0	25	-3	1
CCOC(=O)C(C)Sc1nc2c([nH]c3ccccc32)c(=O)n1C (configuration not stated)	9	30	-0.14	5	·	5	6	-5	6
Cc1cc2nn(-c3cccc4ccccc34)nc2cc1N	-6	-26	-1.1	12	10[fluorescence artefact?]	0	-19	-10	5
Cc1cc(C)c2nc3s/c(=C/c4ccccc4)c(=O)n3c2c1	-11	-8	·	-4	·	0	-8	7	-11
CC(=O)c1cccc(NC(=O)CN(c2ccc(C)cc2)S(=O)(=O)c2cccc3nonc23)c1	14	-2	-1.1	1	8	15	27	0	1

14 successive entries out of the list so far, for reference:
SMILES	VCAM1 TNFa inh	IL1B cytotox	Pyk2 oligo antag	F-actin modifier	ERa SRC1 inh	FAK inh	HUVEC tox TNFa	LYP act	LYP inh 2
Cn1cc(S(=O)(=O)CC(=O)Nc2ccc3c(c2)OCO3)c2ccccc21	-8	-6	0.72	0	19	-3	-6	-20	20
COC(=O)c1sccc1NC(=O)/C=C\c1ccc(Cl)cc1Cl	-11	-18	-0.16	-15	·	2	-4	7	-7
COc1ccccc1Nc1nc(-c2sc(NC(=O)C(C)(C)C)nc2C)cs1	22	-2	·	-10	·	2	-12	7	-3
N#Cc1ccc2ccn(CC(=O)NC3CCCCC3)c2c1	5	-10	-0.4	-14	-12	-7	33	4	-7
NC(=O)c1ccc(-n2nnnc2Oc2ccccc2C(=O)N2CCOCC2)cc1	-6	-82	0.72	-11	-1	1	9	-2	1
c1nc(NCC2CCCO2)c2[nH]cnc2n1 (configuration not stated)	16	-22	0.27	-3	8	7	-18	9	-5
COc1cccc(CNCC(=O)N2C(C)CCCC2C)c1 (configuration not stated)	7	-36	-0.01	16	12	-2	-37	-3	1
CCS(=O)(=O)Nc1cccc(C2=NN(S(=O)(=O)c3ccccc3)C(c3cccs3)C2)c1 (configuration not stated)	-17	-3	-2.1	-4	·	1	-18	11	-6
Cc1cc(C)c2nc(N)sc2c1	14	-12	0.61	0	-16	2	-14	-7	9
COc1ccc(/C=N/NC(=O)c2sccc2OCc2ccc(F)cc2)cc1OC	4	-51	-1	-45	·	-3	-10	-2	0
CC(C)(C)c1ccc(C(=O)CSc2n[nH]c(=O)[nH]c2=O)cc1	14	4	0.23	-17	·	1	6	7	-7
O=C(Nc1nc2ccccc2s1)c1cnccn1	12	-2	0.4	-12	·	2	-1	-8	8
O=C(OCc1ccc(Cl)c(Cl)c1)c1cnccn1	10	-27	0.36	-2	-3[fluorescence artefact?]	0	25	-3	1
CCOC(=O)C(C)Sc1nc2c([nH]c3ccccc32)c(=O)n1C (configuration not stated)	9	30	-0.14	5	·	5	6	-5	6
